Screens as filed in PubChem.
A549 tox: counter-screen for Nrf2 inhibitors: cytotoxicity in A549 cells. Potency, µM (top dose mostly 46 µM), for the others: top-dose activity change, negative = cytotoxicity, usual class: inhibitors. hit rate 0.16% among 390,000. A549 ARE-Fluc cells, CellTiter-Fluor viability, 18-24 h; also: potency is read from the fitted curve at half-maximal effect; % is scaled to controls: 0 for no effect and ±100 for the full control effect
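A549 ARE_Fluc cells in 5% FBS OPTI-MEM were exposed to compounds in concentration-response for 18-24 h at 37 deg C. Viability was read by CellTiter-Fluor fluorescence (Ex 405/Em 525) after 30 min, before the luciferase read.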
HepG2 tox: kills HepG2 cells in TGF-b inhibitor counter-screen | HepG2 CAGA-GFP viability, ATP luminescence, 18 h | Potency, µM (doses to about 46.1 µM), for inactives: at the top dose activity change, negative = cytotoxicity, actives largely listed as cytotoxic | hit rate 0.76% among 410,000; also: potency is read from the fitted curve at half-maximal effect; some results filed as inactive show a strong effect at the top dose
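CellTiter-Glo luminescence gave cytotoxicity after 18 hours at 37 degrees C. The cells were HepG2 CAGA-GFP in 1% FBS DMEM, stimulated with 500 pg/mL TGF-beta after compound addition. %Activity was normalised to no-cell wells (complete cell-killing) and DMSO (no toxicity), and curves were fitted and classified.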
pAkt inh: inhibitors of Akt phosphorylation | Neuro2A IGF-stimulated pAkt S473 HTRF, 20 min; hits give low values | activity change, % for hits at 50 µM | hit rate 0.32% among 360,000; in the data active = activity change below about -80%; inconclusive = mostly about -51% to -80%; also: % is scaled to controls: 0 for no effect and ±100 for the full control effect
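Neuro2A cells (4,500/well, DMEM with 0.5% FBS) were treated with compound at a single 50 µM final concentration, stimulated with 6 nM IGF for 20 min at 37 °C, and lysed. Phospho-Akt Ser473 was read by HTRF as 665/615 ratio ×10^4.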
TGFb SMAD3 inh: TGF-b pathway inhibition; AID 588855; hit rate 1.2% among 410,000; Potency, µM (titrated, usually from 46.1 µM), for inactives: at the top dose activity, negative = inhibition, most hits filed as inhibitors; HepG2 CAGA-GFP TGF-b/SMAD3 reporter, GFP fluorescence, 18 h; TGF-beta stimulated, 500 pg/mL final; also: potency is read from the fitted curve at half-maximal effect; % is scaled to controls: 0 for no effect and ±100 for the full control effect; nearly all actives have a fitted effect of over 65% in size
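HEPG2 CAGA-GFP, 1000 cells/well; 2 h settle, 37 C; cpd via pin tool; TGF-b 500 pg/mL final; 18 h, 37 C; GFP imaging ex488/em500-530; %Activity normalised to -TGF-b and +DMSO controls; CRC fit, curve class.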
Nrf2 inh: inhibitors of Nrf2 signaling; A549 ARE-Fluc reporter, luciferase luminescence, 18-24 h; Potency, µM (series often up to 46 µM), inactives show at the highest dose activity change, negative = inhibition, actives largely listed as inhibitors; hit rate 2.1% among 360,000; also: potency is read from the fitted curve at half-maximal effect; % is scaled to controls: 0 for no effect and ±100 for the full control effect; nearly all actives have a fitted effect of over 60% in size
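Cells were seeded and rested 2 h, then exposed to compounds for 18-24 h. CellTiter-Fluor was read first as a viability measure. BugLite was added 15 min before the final luminescent read of ARE-luciferase activity in A549 cells.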
MmCpn inh: inhibitors of Methanococcus maripaludis chaperonin (MmCpn). purified Mm-Cpn ATPase, ADP Transcreener TR-FRET. Potency, µM (titrated, usually from 76.9 µM), for inactives: top-dose activity, negative = inhibition, most hits filed as inhibitors. hit rate 0.031% among 330,000. AID 504842; also: potency is read from the fitted curve at half-maximal effect; % is scaled to controls: 0 for no effect and ±100 for the full control effect; nearly all actives have a fitted effect of over 80% in size
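Purified archaeal chaperonin (25 nM final) was preincubated with compound for 10 min at 37°C, then ATP (10 uM final) was added for 30 min at 37°C in Tris pH 7.4/KCl/MgCl2/DTT buffer. ADP was quantified by HTRF Transcreener TR-FRET.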
S2 tox: cell viability loss in ATXN counter-screen; S2 cells (HEK-293 line with an ATXN2-luciferase reporter) viability, CellTiter-Fluor protease fluorescence, 24 h; hit rate 0.49% among 400,000; Potency, µM (series often up to 56.7 µM), actives largely listed as cytotoxic; also: potency is read from the fitted curve at half-maximal effect; nearly all actives have a fitted effect of over 40% in size
CCT modulator: modulators of cytosolic chaperonin (CCT/TRiC) activity; hit rate 0.3% among 360,000; purified chaperonin ATPase assay, HTRF ADP detection, 30 min; activity change, % (no concentration beside the values), hits read low; in the data active = activity change below about -30%; also: % is scaled to controls: 0 for no effect and ±100 for the full control effect
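Enzyme 40 or 20 nM (batch-dependent) in Tris pH 7.4/KCl/MgCl2/DTT; cpd 76 uM single point; ATP 10 uM; 30 min 37 °C; Transcreener ADP HTRF detection, 30 min RT; ratio 665/615.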
Nrf2 ARE act: activates Nrf2 signaling; AREc32 ARE-luciferase reporter (MCF7-derived line), luminescence, 24 h; AID 624171; Potency, µM (titrated, usually from 46.1 µM), for inactives: at the highest dose activation, usual class: activators; hit rate 0.31% among 410,000; also: potency is read from the fitted curve at half-maximal effect; % of control where 0% means no effect; nearly all actives have a fitted effect of over 65% in size
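AREc32_Fluc, 1000 cells/well, OPTI-MEM + 5% FBS, o/n 37 deg C 5% CO2; 23 nL cpd by pin tool, 24 hr; Steady-Glo 30 min RT, luminescence.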
Starred values were filed as active, the others as inactive; i = inactive; ? = inconclusive; / = not tested or not shown; [ ] = another dose, or the depositor's remark. Unless noted, calls follow the shape of the dose curve; as a rule, active = well fitted curve in the direction sought with a large enough effect; inconclusive = small, poorly fitted or top-dose-only effect, or another doubt; inactive = no such curve, though single readings can be large; an effect the other way counts as inactive or inconclusive.

SMILES	A549 tox	HepG2 tox	pAkt inh	TGFb SMAD3 inh	Nrf2 inh	MmCpn inh	S2 tox	CCT modulator	Nrf2 ARE act
NS(=O)(=O)c1ccc(CCNC(=O)Cc2ccc(S(=O)(=O)N3CCCC3)s2)cc1	0%	-5%	i	8%	-2%	-2%	i	2.6	0.1%
CCN(CC)S(=O)(=O)c1ccc(/C=C/C(=O)Nc2ccccc2N2CCOCC2)cc1	0%	-13%	i	-10%	-10%	1%	i	-0.8	0.2%
COCC1CCCN(Cc2nc(Cc3ccccc3)no2)C1 (stereo unspecified)	4%	-21%	i	-18%	13%	1%	i	-6.3	1.5%
Cc1c(OCc2ccccc2)c(=O)ccn1Cc1ccc(Cl)cc1	8%	-44%	-115%*	-21%	-13%	-3%	i	0.9	5.8%
N#Cc1c(-c2ccc(Cl)cc2)cc(-c2cccs2)nc1SCC(=O)O	-11%	-2%	i	4%	-24%	-6%	i	-0.1	11%
O=C(NCCO)C1CCN(C(=O)c2ccc(-c3ccccc3)cc2)CC1	1%	-11%	i	17%	-20%	-1%	i	-0.9	0.2%
C/C(Cl)=C/CSc1nn2c(=O)c3ccccc3nc2s1	-5%	-7%	i	-7%	?	-2%	i	-1.0	3.7%
Cc1ccccc1NC(=O)NCC1CCCO1 (stereo unspecified)	-12%	2%	i	-2%	-1%	/	i	0.6	-0.1%
O=C(OCCn1cncn1)c1cc2ccccc2oc1=O	-6%	-18%	i	-4%	-1%	-1%	i	-3.4	2.3%
COC(=O)COc1ccc(S(=O)(=O)Nc2ccc3c(c2)OCO3)cc1Cl	10%	-28%	i	?	/	1%	i	-0.5	-0.5%
C=CCN1CN(CCc2ccccc2)CNC1=S	7%	8%	i	-20%	13%	2%	i	-2.9	-0.5%
COCCCNC(=O)CC(NS(=O)(=O)c1ccc(F)cc1)c1ccc(OC)cc1 (stereo unspecified)	3%	9%	i	0%	3%	3%	i	-2.4	0.2%

A different layout for some results above.
molecule | A549 tox | HepG2 tox | pAkt inh | TGFb SMAD3 inh | Nrf2 inh | MmCpn inh | S2 tox | CCT modulator | Nrf2 ARE act
O=C(OCCn1cncn1)c1cc2ccccc2oc1=O | -6% | -18% | i | -4% | -1% | -1% | i | -3.4 | 2.3%
COC(=O)COc1ccc(S(=O)(=O)Nc2ccc3c(c2)OCO3)cc1Cl | 10% | -28% | i | ? | / | 1% | i | -0.5 | -0.5%

(further entries)
SMILES	A549 tox	HepG2 tox	pAkt inh	TGFb SMAD3 inh	Nrf2 inh	MmCpn inh	S2 tox	CCT modulator	Nrf2 ARE act
CC(NC(=O)c1ccco1)c1nc(-c2ccc(C(C)(C)C)cc2)no1 (stereo unspecified)	-9%	-2%	i	-3%	-11%	1%	?	-0.5	2.3%
NC(=S)c1ccc[n+]([O-])c1	0%	-32%	i	-2%	-5%	/	i	-5.9	-0.5%
COc1cc(NC(=O)c2cc3ccc4cccnc4c3[nH]2)cc(OC)c1OC	-2%	-14%	/	36%[activator]	?	/	/	/	1.0%
O=C(Nc1ccc(OC(F)(F)F)cc1)C1CCCN(S(=O)(=O)c2cnc[nH]2)C1 (stereo unspecified)	-1%	2%	i	6%	-23%	0%	i	-0.7	0.2%
CCN(CC)c1nc2c(-c3cccc(Br)c3)nnn2c2ccccc12	3%	-18%	/	?	?	/	i	/	8.7%
C[C@@H](C(=O)OCC(=O)Nc1cc(S(=O)(=O)N2CCOCC2)ccc1Cl)N1C(=O)C2CCCCC2C1=O (stereo partly specified)	2%	-3%	i	-16%	9%	1%	i	-0.3	-1.1%
CCN(CC)CCNC(=O)c1ccc(Sc2ccc(C)cc2)c(NC(C)=O)c1	1%	-14%	i	13%	-2%	-4%	i	-3.6	0.0%
OCc1ccc(O)c2ncccc12	?	-18%	/	13µM*	?	-2%	i	-1.4	3.3%
COc1ccccc1C(=O)NCCC(=O)NNC(=O)C1COc2ccccc2O1 (stereo unspecified)	-3%	3%	i	10%	-17%	0%	i	-0.5	0.3%
O=C(NNC(=S)NC(=O)c1sc2ccccc2c1Cl)c1ccc(Cl)cc1	?	-37%	i	0%	?	-6%	i	-2.9	8.8%
COc1ccccc1CNC(=O)c1ccc2c(c1)nc(C)n2-c1ccccc1OC	14%	-5%	/	3%	/	/	i	/	2.0%
Cc1ccc(Cn2c(=N)c(C(=O)NCc3ccco3)cc3c(=O)n4ccccc4nc32)cc1	?	-14%	i	-2%	2%	0%	i	-0.7	21%

Copied from the list:
For A549 tox, C[C@@H](C(=O)OCC(=O)Nc1cc(S(=O)(=O)N2CCOCC2)ccc1Cl)N1C(=O)C2CCCCC2C1=O (stereo partly specified) has the entry 2%
For TGFb SMAD3 inh, COc1cc(NC(=O)c2cc3ccc4cccnc4c3[nH]2)cc(OC)c1OC has the entry 36%[activator]

The results go on.
SMILES	A549 tox	HepG2 tox	pAkt inh	TGFb SMAD3 inh	Nrf2 inh	MmCpn inh	S2 tox	CCT modulator	Nrf2 ARE act
Clc1ccccc1-c1nn2c(-c3ccncc3)nnc2s1	-6%	-18%	i	-1%	8.2µM*	1%	i	0.2	0.2%
S=C1NC[C@H](Cc2ccccc2)N1CC1CCN(CCCCc2ccccc2)CC1	-4%	-9%	i	0%	17%	/	i	-4.6	0.9%
O=C(NCCc1ccccc1)c1cc([N+](=O)[O-])ccc1N1CCOCC1	-8%	-12%	i	-1%	8%	2%	i	-0.6	0.2%
COC(C/C=C/[C@@H](O)COCc1ccccc1)OC	-4%	-9%	i	?	4%	-3%	i	-0.2	0.2%
Cc1ccc(S(=O)(=O)Nc2ccccc2/C=N/c2nc3ccccc3n2C(C)C)cc1	2%	-29%	i	?	15%	2%	/	-5.9	0.0%
Cc1ccc(NC(=O)/C=C/c2ccc(S(=O)(=O)N3CCOCC3)cc2)cc1S(=O)(=O)N(C)C	-25%	-2%	i	-1%	?	/	?	0.7	-0.3%
COc1ccc(S(=O)(=O)NC(C)C(=O)NCc2cccnc2)cc1OC (stereo unspecified)	9%	6%	i	1%	-8%	1%	i	3.2	-0.5%
CC12CCC=CC1C(c1ccc(F)c(/C=C/c3ccccc3)c1)N(Cc1ccccc1)C2=O (stereo unspecified)	13%	-6%	/	-1%	11%	/	/	/	/
CN(CCc1cnn(C)c1)Cc1cn(C)nc1-c1ccc2c(c1)OCCO2	-4%	7%	i	11%	9%	-4%	i	0.6	0.3%
CCCn1nc(C(=O)OCC(=O)c2c(N)n(C)c(=O)n(C)c2=O)c2ccccc2c1=O	14%	-7%	i	1%	0%	3%	i	1.5	-0.2%
COc1ccc(-c2oc3ncn4nc(-c5ccc(Cl)cc5)nc4c3c2-c2ccc(OC)cc2)cc1	9%	-3%	/	24%	11%	/	i	/	0.5%
Cc1csc(SCC(=O)NC(C)C2CC3CCC2C3)n1 (stereo unspecified)	-10%	-1%	i	3%	-9%	-1%	i	-2.7	-0.6%

Record cards (already shown).
CC12CCC=CC1C(c1ccc(F)c(/C=C/c3ccccc3)c1)N(Cc1ccccc1)C2=O (stereo unspecified) is listed with A549 tox = 13%; HepG2 tox = -6%; pAkt inh = /; TGFb SMAD3 inh = -1%; Nrf2 inh = 11%; MmCpn inh = /; S2 tox = /; CCT modulator = /; Nrf2 ARE act = /
S=C1NC[C@H](Cc2ccccc2)N1CC1CCN(CCCCc2ccccc2)CC1 is listed with A549 tox = -4%; HepG2 tox = -9%; pAkt inh = i; TGFb SMAD3 inh = 0%; Nrf2 inh = 17%; MmCpn inh = /; S2 tox = i; CCT modulator = -4.6; Nrf2 ARE act = 0.9%

Further results follow:
SMILES	A549 tox	HepG2 tox	pAkt inh	TGFb SMAD3 inh	Nrf2 inh	MmCpn inh	S2 tox	CCT modulator	Nrf2 ARE act
COc1cccc(CC(=O)Nc2nc(-c3ccc(OC)c(OC)c3)cs2)c1	-18%	-10%	i	-24%	?	-7%	i	-1.9	2.7%
Cc1csc(SC(C)c2nc3scc(-c4ccccc4)c3c(=O)[nH]2)n1 (stereo unspecified)	-1%	-10%	i	?	?	0%	i	2.0	0.8%
Cc1sc2ncnc(SCC(=O)c3ccc(O)cc3O)c2c1C	5%	2%	i	1%	7%	-1%	i	-1.4	25%
CCN1CCN(C(=O)c2ccc(CN(c3ccc(C)c(C)c3)S(C)(=O)=O)cc2)CC1	-6%	-3%	i	-28%	-21%	2%	i	1.7	0.3%
C/C(NCCc1ccc(O)cc1)=C1/CCOC1=O	/	13%	i	7%	/	/	i	0.7	5.6%
C[C@H]1CC[C@@]2(O[C@H](CCO)C[C@@H](O)[C@@H]2O)O1	0%	17%	i	-6%	?	/	i	-1.9	0.3%
CCCNCC(O)Cn1c2ccccc2n2c(=O)cc(C)c(C#N)c12 (stereo unspecified)	-9%	6%	i	-3%	10%	0%	?	-2.2	0.7%
Clc1ccc(SCCN2CCNCC2)cc1	8%	-2%	i	4%	9%	-1%	i	1.3	0.3%
CSc1nc(Nc2cccc(C)c2)c(C#N)c(-c2ccccc2)n1	1%	-2%	/	1%	1%	/	/	/	9.1%
COc1ccc(-c2csc(NC(=O)COC(=O)c3ccco3)n2)cc1	-3%	-5%	i	-4%	?	2%	?	-3.5	2.6%
COc1ccc(-c2ccc(SCC(=O)Nc3cc(C)on3)nn2)cc1OC	?	-7%	i	0%	?	0%	i	1.9	2.8%
CCOc1ccc2nc(NC(=O)CS(=O)(=O)c3ccc(C)cc3)sc2c1	?	-42%	i	24%	?	0%	i	-0.9	6.5%
CCCOc1ccc(C(=O)CCC(=O)OCC(=O)N2CCN(S(=O)(=O)c3ccc(C)cc3C)CC2)cc1	0%	-22%	i	7%	6%	/	i	3.6	0.9%
O=C(NNC(=O)c1ccccc1Cl)c1ccco1	1%	-25%	i	-19%	?	-1%	i	0.6	-0.4%
